NCOA3 inh – human NCOA3 inhibition. Q9Y6Q9. HEK293 GAL4-SRC3 luciferase reporter, luminescence. inhibition, % at 3.6 µM. 0.17% of 360,000 active;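 active = inhibition above a per-campaign cutoff, the mean of all compounds plus 3 SD, cut at about 60% in these data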;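 note: 0% = DMSO-treated cells and 100% = gossypol-treated cells at 36 µM; higher means less SRC3-driven luciferase light from the GAL4 reporter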
Target sequence (Q9Y6Q9 whole entry, looked up, the tested form may be a part): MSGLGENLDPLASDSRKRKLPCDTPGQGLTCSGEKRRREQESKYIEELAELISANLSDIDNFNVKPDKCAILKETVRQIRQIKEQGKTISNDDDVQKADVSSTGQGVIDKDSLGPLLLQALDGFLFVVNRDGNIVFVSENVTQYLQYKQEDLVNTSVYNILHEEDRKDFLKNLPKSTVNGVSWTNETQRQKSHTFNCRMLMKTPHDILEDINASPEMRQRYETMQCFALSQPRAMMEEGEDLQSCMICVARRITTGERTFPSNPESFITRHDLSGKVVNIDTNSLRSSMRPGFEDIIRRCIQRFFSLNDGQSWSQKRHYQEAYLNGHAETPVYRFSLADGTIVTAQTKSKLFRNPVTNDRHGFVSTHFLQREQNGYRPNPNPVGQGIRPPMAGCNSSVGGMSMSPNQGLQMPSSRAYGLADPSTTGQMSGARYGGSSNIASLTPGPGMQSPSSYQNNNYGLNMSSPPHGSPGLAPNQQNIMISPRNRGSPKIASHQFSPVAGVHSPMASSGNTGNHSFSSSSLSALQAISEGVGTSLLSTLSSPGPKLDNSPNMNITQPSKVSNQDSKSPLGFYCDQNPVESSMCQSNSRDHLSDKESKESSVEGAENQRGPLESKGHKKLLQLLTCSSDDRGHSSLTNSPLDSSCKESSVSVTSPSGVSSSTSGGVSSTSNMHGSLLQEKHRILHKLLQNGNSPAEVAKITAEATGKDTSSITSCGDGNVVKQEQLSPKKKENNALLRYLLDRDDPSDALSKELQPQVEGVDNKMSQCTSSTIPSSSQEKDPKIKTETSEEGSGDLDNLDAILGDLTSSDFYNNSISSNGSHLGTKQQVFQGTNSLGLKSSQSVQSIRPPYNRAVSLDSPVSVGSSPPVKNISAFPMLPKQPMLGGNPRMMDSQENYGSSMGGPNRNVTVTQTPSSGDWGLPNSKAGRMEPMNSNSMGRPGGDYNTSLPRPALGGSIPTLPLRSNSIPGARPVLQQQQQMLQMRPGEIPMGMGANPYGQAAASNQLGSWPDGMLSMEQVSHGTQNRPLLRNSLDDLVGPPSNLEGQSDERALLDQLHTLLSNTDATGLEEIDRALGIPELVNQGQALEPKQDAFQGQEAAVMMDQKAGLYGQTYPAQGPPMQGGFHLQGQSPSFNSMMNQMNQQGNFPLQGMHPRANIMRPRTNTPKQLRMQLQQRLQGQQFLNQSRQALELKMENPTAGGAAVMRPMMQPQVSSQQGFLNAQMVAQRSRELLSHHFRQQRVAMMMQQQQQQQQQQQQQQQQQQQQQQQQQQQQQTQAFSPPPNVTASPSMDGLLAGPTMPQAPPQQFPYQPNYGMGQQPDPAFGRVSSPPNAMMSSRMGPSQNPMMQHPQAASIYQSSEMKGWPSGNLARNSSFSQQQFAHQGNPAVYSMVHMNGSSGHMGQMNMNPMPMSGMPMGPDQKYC
TLR9-MyD88 block – blocks human TLR9 binding to MyD88; 0.21% of 340,000 active; CHO BLA complementation TLR9-MyD88, CCF4 FRET ratio; inhibition, % at 4.98 µM; AID 504734; Q9NR96+Q99836;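 active = inhibition above the mean over all tested compounds plus 3 SD, cut at about 21% in these data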;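 note: 0% = DMSO only wells and 100% = clavulanate BLA inhibitor control wells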
NR2F2 inh – inhibitors of human COUP-TFII (NR2F2); HEK293T NGFI-A luciferase reporter, luminescence; 0.7% of 370,000 active; inhibition, % at 8.6 µM; P24468; AID 686940;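 active = inhibition above a per-plate cutoff, mean inhibition of test wells between control levels plus 3 SD, cut at about 38% in these data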;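 note: cells cotransfected with COUP-TFII expression vector driving the NGFI-A reporter; 0% = median of COUP-TF2 test wells and 100% = reporter-only cells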
Exocytosis inh – lytic granule exocytosis inhibition; TALL-104 LAMP-1 surface exposure, flow cytometry; cells stimulated with thapsigargin and PMA; inhibition, % at 10 µM; 0.66% of 360,000 active;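 active = inhibition above about 55%, limit read from the data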
NCOA1 inh – inhibits human SRC1 coactivator. Q15788. HEK293 GAL4-SRC1 luciferase reporter, luminescence. inhibition, % at 3.6 µM. 0.12% of 360,000 active. AID 588354;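 active = inhibition above the campaign mean plus 3 SD, with each screening campaign given its own cutoff, cut at about 60% in these data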;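 note: 0% = DMSO treated cells and 100% = gossypol at 36 µM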
NR5A2 inv ag – suppresses constitutive activity of human LRH-1. HEK293T StAR-luciferase reporter, LRH-1 transfected, 24 h. inhibition, % at 3.6 µM. 0.13% of 360,000 active. AID 602396;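 active = inhibition above the mean inhibition of all tested compounds plus 3 SD, cut at about 73% in these data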;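 note: 0% = DMSO wells and 100% = reporter-only cells lacking LRH-1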
ABHD5-PLIN5 inh – ABHD5-PLIN5 protein interaction inhibition; Q00G26+Q8WTS1; Split G. princeps luciferase complementation, luminescence, 4 h; inhibition, % at 4 µM; 0.78% of 360,000 active;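 active = inhibition above the mean inhibition across every tested compound plus 3 SD, cut at about 22% in these data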;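 note: 0% = DMSO only wells and the 100% control is not disclosed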
TWEAK-Fn14 inh – blocks TWEAK-Fn14 interaction in a reporter cell assay | TWEAK-stimulated Fn14 reporter cells, luciferase luminescence, 8 h | inhibition, % at 10 µM | 2% of 360,000 active; in the data active = inhibition above about 50%
NOD2 RIPK2 PPI – inhibitors of human NOD2-RIPK2 interaction; CHO BLA complementation NOD2-RIPK2, CCF4 ratio; inhibition, % at 4.98 µM; 0.38% of 360,000 active; in the data active = inhibition above about 21%;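 note: 0% = vehicle only and 100% = reference blocker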
TROY NFkB inh – TROY signaling inhibition. Q293 LMP1-TROYcd NF-kB luciferase reporter, 4 h. inhibition, % at 10 µM. 0.98% of 360,000 active;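 active = compounds whose plate-normalised and pattern-corrected inhibition of the luciferase reporter signal at the single screening dose is 50% or more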
SRC2 inh – human SRC2 (NCOA2) inhibition. Q15596. HEK293 GAL4-SRC2 luciferase reporter, luminescence. inhibition, % at 9 µM. 0.17% of 370,000 active;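 active = inhibition above the mean inhibition of all tested compounds plus 3 SD, set per campaign, cut at about 52% in these data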;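 note: 0% = DMSO treated cells and 100% = cells given Gossypol at 36 µM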
Numbers without * were called inactive; nt = no result given. Not all compounds are listed, so the mix of outcomes need not match the whole.

| canonical_smiles | TROY NFkB inh | NCOA1 inh | NR5A2 inv ag | NOD2 RIPK2 PPI | NR2F2 inh | TWEAK-Fn14 inh | SRC2 inh | ABHD5-PLIN5 inh | Exocytosis inh | NCOA3 inh | TLR9-MyD88 block |
| --- | --- | --- | --- | --- | --- | --- | --- | --- | --- | --- | --- |
| Cc1ccc(S(=O)(=O)N2CCOCC2)cc1C(=O)N1CCCCCC1 | 4 | 1 | -15 | 8 | -4 | 3 | -22 | 0 | 1 | -7 | 4 |
| CC1CCCN(CCS(=O)(=O)c2ccccc2)C1 (stereo not given) | -16 | -4 | 6 | -5 | -1 | 1 | 10 | -1 | 0 | 25 | 3 |
| O=S(=O)(NCCc1csc(-c2cccnc2)n1)c1cccs1 | 8 | 6 | -9 | -11 | 6 | 23 | 25 | -4 | 2 | 6 | -6 |
| Cc1ccc2nc(-c3cccc(Br)c3)c(CC3CCCCC3)n2c1 | -36 | -72 | -105 | -9 | -43 | 29 | -51 | -9 | -4 | -80 | nt |
| O=C(O)c1ccc(NC(=O)c2ccccc2NC(=O)c2cccc(Br)c2)cc1 | 9 | 4 | -1 | -2 | 10 | -1 | -11 | 5 | 15 | -15 | -3 |
| Cc1nc2ccc(Br)cc2c2c1CC(CBr)O2 (stereo not given) | -2 | 6 | 9 | -3 | 15 | 6 | -7 | 8 | -4 | -6 | 12 |
| CN(C(=O)COC(=O)/C=C/c1cccs1)C1CCCCC1 | -48 | -11 | -9 | 4 | -17 | -1 | -13 | 1 | -4 | -14 | -5 |
| CCn1cc(C(=O)O)c(=O)c2cnc(N3CCN(C(=S)NC(=O)c4ccccc4)CC3)nc21 | -55 | -4 | 9 | 0 | 17 | -5 | -2 | -5 | 2 | 6 | 3 |
| COc1ccc(C(=O)CCC(=O)NCCc2c[nH]c3ccccc23)cc1 | -13 | -27 | -1 | 3 | 4 | 21 | -3 | -5 | 7 | -11 | 15 |
| COc1cc(S(=O)(=O)Nc2ccccc2C)ccc1Cl | 5 | -11 | 9 | -3 | -9 | 3 | 9 | -1 | 2 | 10 | -1 |
| CCCOc1ccc(C2/C(=C(\O)c3c(C)[nH]c(C(=O)OC)c3C)C(=O)C(=O)N2CCN(C)C)cc1 (stereo not given) | 1 | -21 | -4 | 4 | -3 | -5 | 22 | 5 | 3 | -1 | -2 |
| Cc1ccc(C)c(S(=O)(=O)Nc2cc(SCC(=O)O)c(O)c3ccccc23)c1 | 59* | -4 | -4 | 3 | nt | 94* | nt | 12 | 78* | 18 | -1 |
| COc1ccccc1NC(=O)Cc1nnc(SCC(=O)NC2CCCCC2)n1C | 0 | 15 | 0 | -9 | 13 | 25 | -15 | 7 | -5 | -10 | 1 |
| Cc1nc(C)c(C(=O)O)s1 | -5 | -3 | 1 | -24 | -2 | 95* | -1 | -1 | -1 | 17 | -6 |
| O=C(NC(=S)Nc1ccccc1C(=O)O)c1ccc2ccccc2c1 | -32 | -10 | -4 | 9 | -7 | -2 | 9 | -5 | -2 | -10 | -6 |
| Cc1cccc2c1N(CC(=O)OC(C)C)C(=O)C2=O | -6 | -1 | -3 | -5 | -28 | 13 | -8 | -3 | -3 | -10 | 0 |
| Cn1c(SCC(=O)O)nc2sc3c(c2c1=O)CCC3 | -6 | -7 | 6 | -2 | -6 | -1 | -10 | 2 | 7 | 1 | 3 |
| CCOC(=O)c1c(NC(=S)NC)sc2c1CC(C)(C)SC2 | -19 | 3 | 24 | -7 | 27 | 4 | 11 | -5 | 2 | 13 | -3 |
| O=C1CC(c2ccc(S(=O)(=O)Nc3cc(C(F)(F)F)cc(C(F)(F)F)c3)cc2)CN1 (stereo not given) | 22 | -6 | 11 | -4 | 5 | -6 | -5 | 3 | 2 | 19 | 2 |
| Cc1nc2ccc(NC(=O)c3nn(CC(C)C)c(=O)c4ccccc34)cc2s1 | -3 | -8 | -13 | 5 | 15 | -8 | -21 | 0 | 3 | 1 | -2 |
| O=C(Nc1ccc(C2CCCCC2)cc1)C1CCN(c2ncccn2)CC1 | -13 | 2 | -6 | 3 | 14 | -13 | 19 | 10 | 1 | 0 | 5 |
| Cc1nc(Cl)c(C(=O)NC(=O)Nc2cccc(C(F)(F)F)c2)c(C)c1[N+](=O)[O-] | 47 | -9 | -6 | -3 | 10 | 12 | -23 | 0 | -1 | 15 | -7 |
| CCCCCCCCn1c2c(c(=N)c3ccccc31)CCC2 | 47 | 24 | 84* | 21* | 90* | 71* | 20 | 7 | 39 | 78* | nt |
| CN(Cc1ccccc1)Cc1c(F)cccc1F | 11 | -8 | -20 | 7 | -6 | -14 | 5 | -5 | -2 | -3 | -5 |
| O=C(CSc1ccc2nnc(-c3ccccn3)n2n1)Nc1ccc(F)cc1 | 13 | -11 | -12 | -5 | 4 | 2 | 16 | -1 | -5 | 6 | -4 |
| N#Cc1c(NC(=O)c2nc3ncccn3n2)sc2c1CCCCC2 | 3 | 0 | -4 | 4 | 27 | 70* | 8 | -5 | -2 | 5 | -13 |
| COCCN1C(=O)c2oc3cc(C)c(C)cc3c(=O)c2C1c1ccc(O)cc1 (stereo not given) | -1 | 2 | 26 | 1 | -1 | -20 | 0 | -9 | -6 | 5 | 2 |
| Cc1ccccc1-n1nnnc1SCc1ncc(-c2ccccc2)o1 | -17 | -14 | -7 | -4 | 6 | -10 | 21 | -1 | -1 | 2 | 6 |
| O=C(COc1ccccc1Cl)Nc1cc(NC(=O)COc2ccccc2Cl)cc(C(=O)O)c1 | -39 | 3 | 12 | -3 | 6 | -47 | -12 | 7 | -6 | -26 | -9 |
| O=S(=O)(c1cccc(COc2c(Cl)cccc2Cl)c1)N1CCOCC1 | -15 | -11 | 2 | -5 | -1 | 0 | -13 | -10 | -10 | 2 | -4 |
| CCn1c(=O)n(CC(=O)N(C)Cc2ccccc2)c(=O)c2ccccc21 | 15 | -1 | -11 | -8 | 11 | 8 | -4 | -2 | -1 | -2 | 2 |
| COc1ccc(-c2nc(NC(=O)c3ccc(OCC(=O)N4CCOCC4)c(OC)c3)sc2C)cc1 | 27 | 14 | -12 | -10 | 7 | 58* | 1 | -5 | 11 | 24 | -7 |
| O=C(CSc1nc2ccccc2[nH]1)Nc1nc(-c2cccc(Br)c2)cs1 | 0 | -13 | 5 | 7 | -22 | -15 | 18 | -1 | -2 | 17 | -5 |
| COC(=O)c1cc2sc(Cl)cc2n1CC(=O)N1CCCc2ccccc21 | 6 | 3 | -23 | -2 | nt | -32 | nt | 1 | 0 | -1 | 4 |
| Cc1ccc2c(c1)NC(=O)C(CC(=O)O)O2 (stereo not given) | -8 | -18 | -22 | -9 | 1 | 14 | 3 | 5 | -1 | 5 | -3 |
| CC(C)(C)NC(=O)C(c1ccncc1)N(C(=O)c1csnn1)c1cccc2ccccc12 (stereo not given) | 24 | 15 | 20 | 7 | 9 | 2 | 4 | -2 | 1 | 10 | -2 |
| COc1ccc(-c2nc(C)sc2CC(=O)O)cc1OC | -14 | -4 | -19 | -2 | -3 | -1 | -6 | 3 | 4 | -4 | -2 |
| COc1ccc(CNS(=O)(=O)NCc2ccccc2)cc1 | -8 | -21 | -9 | -3 | 11 | -11 | 16 | -6 | 0 | 10 | 3 |
| Cc1ccc(S(=O)(=O)CCC(=O)OCC(=O)c2c(C)[nH]c3ccccc23)cc1 | nt | 5 | -48 | 1 | 3 | nt | -15 | 2 | 3 | 10 | -5 |
| CCOC(=O)C1CCN(C(=O)CCNS(=O)(=O)c2ccc3c(c2)CCN3C(=O)CC)CC1 | -3 | -11 | -10 | -2 | -21 | -6 | -35 | 0 | -5 | 7 | -1 |
| CSCCC(NC(=O)C1CCC(C)CC1)C(=O)Nc1ccc(NC(C)=O)cc1 (stereo not given) | -17 | -35 | 13 | -5 | 22 | 29 | -10 | -1 | 17 | -9 | -5 |
| Cc1cc(NS(=O)(=O)c2ccc(NC(=O)COc3ccccc3Cl)cc2)no1 | -10 | 13 | 0 | 1 | -11 | 1 | -6 | -5 | 0 | -5 | 1 |
| CCCCCC(=O)Nc1cc(S(=O)(=O)N2CCCCC2)ccc1N1CCCCC1 | 20 | -7 | -10 | 3 | -2 | -9 | 12 | 1 | 1 | 31 | -4 |
| CN(c1ccc(C(=O)N2CCN(Cc3ccc4c(c3)OCO4)CC2)cc1)S(C)(=O)=O | -1 | -3 | 15 | -7 | -10 | 7 | -7 | -2 | -4 | 16 | -6 |
| O=C(C1=C(O)C(=O)N(CCN2CCOCC2)C1c1ccc([N+](=O)[O-])cc1)c1cc2ccccc2o1 (stereo not given) | -26 | -2 | -7 | -5 | nt | 5 | nt | 0 | 12 | -3 | -1 |
| CCn1cc(Br)c(C(=O)Nc2nccs2)n1 | -28 | -40 | -10 | -1 | -19 | 16 | -15 | -5 | -1 | -30 | 4 |
| COc1c(F)c(F)c(C(=O)O)c(Nc2ccc(C)cc2)c1F | 11 | 1 | 18 | -3 | -1 | -7 | -9 | -2 | -2 | -26 | 6 |
| Cc1cc(C)nc(NCc2ccc(Cl)cc2)n1 | -1 | 9 | 7 | -3 | 2 | -12 | -2 | 0 | 1 | -17 | 11 |
| O=C1/C(=C\c2ccccn2)SC(=S)N1c1ccc(S(=O)(=O)Nc2nccs2)cc1 | -2 | 10 | -11 | -5 | -14 | -8 | -19 | -15 | 6 | -23 | -1 |
| Cc1ccccc1N=Cc1cc2c(cc1[N+](=O)[O-])OCO2 | -12 | 4 | -18 | -4 | 5 | 15 | -19 | -2 | -6 | -1 | -6 |

Later entries.
| canonical_smiles | TROY NFkB inh | NCOA1 inh | NR5A2 inv ag | NOD2 RIPK2 PPI | NR2F2 inh | TWEAK-Fn14 inh | SRC2 inh | ABHD5-PLIN5 inh | Exocytosis inh | NCOA3 inh | TLR9-MyD88 block |
| --- | --- | --- | --- | --- | --- | --- | --- | --- | --- | --- | --- |
| Cc1cccc(N2C(=O)c3cccc(Oc4ccc(Cl)cc4)c3C2=O)c1 | -2 | 4 | -17 | -2 | -15 | 0 | -11 | -1 | 1 | 11 | -2 |
| CCC(=O)N1CCC1(C)C(=O)Nc1cc(-c2ccccc2)nn1C (stereo not given) | 8 | -76 | -82 | 6 | -32 | -2 | -31 | -2 | 2 | -59 | nt |
| CCCCC1=CC2=C(c3ccco3)C(=O)C(C)(OC(=O)c3ccc(OC)cc3)C(=O)C2=CN1CCc1ccccn1 (stereo not given) | -3 | -10 | -10 | 12 | -4 | 4 | -12 | -1 | 20 | 0 | -2 |
| Cc1cc(Cl)cc(Br)c1OCCCCn1cncn1 | -2 | -22 | -5 | -6 | -6 | 2 | 0 | 0 | 7 | 4 | 1 |
| CCc1ccc(C(C(=O)NC2CCCCC2)N(C(=O)c2csnn2)C2CC2)cc1 (stereo not given) | -8 | 8 | -10 | -2 | -3 | 10 | 1 | -6 | 6 | -3 | 7 |
| CSc1nncn1/N=C/c1cc(Cl)ccc1F | -43 | -11 | 9 | -10 | 8 | -25 | -12 | -1 | -1 | -9 | 2 |
| CCN1C(=O)[C@@H]2[C@@H](c3ccc(-c4ccc(C(C)=O)cc4)c(OC)c3)N3CCC[C@@]3(C(=O)OC)[C@@H]2C1=O | 0 | -4 | 9 | 2 | 15 | -26 | 0 | 5 | 4 | -14 | 3 |
| O=C(c1ccc(-c2ccccc2)cc1)N1CCCC1 | -56 | -24 | -28 | -11 | 6 | -2 | -29 | 1 | 0 | -5 | 2 |

High-throughput results (PubChem BioAssay)
